# Xi reactivation – X-chromosome reactivation activator; XiGFP mouse fibroblasts, % GFP-positive cells imaging, 3 d; cells co-treated with 5-aza-dC sensitizer; scaled so ellipticine positive control = 100%; activation, % at 7.58 µM; actives 0.055% (n = 360,000);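 active = mean normalized replicate activation at least 10% and every replicate at or above 10%; inconclusive = only one of the two criteria met; inactive = mean below 10% and not all replicates reach 10%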;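 also: 0% = median of on-plate neutral control wells and 100% = ellipticine 6 µM median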
#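 System: SV40-immortalized XiGFP fibroblast cells, line 68-5-11 / Incubation: 3-day compound exposure, then 15 min fixation at room temperature / Compound: single concentration per compound, delivered by pin transfer / Buffer or medium: DMEM plus 5-aza-dC sensitizer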
# E-selectin induc – induces E-selectin expression in human endothelial cells; P16581; HUVEC E-selectin immunofluorescence imaging; normalized: neutral wells 0, TNF-alpha wells 100; activation, % at 7.58 µM; actives 0.37% (n = 260,000);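 active = mean E-selectin-positive cell signal at least 10% of the positive control, reached in at least 60% of replicates, without over 20% cell loss; inconclusive = no rule given, readout overlaps actives, possibly toxicity-flagged; inactive = the rest, including those meeting only one limit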;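 also: in these data hits start at about 27%; measured in HUVEC primary endothelial cells; signal is the percent of cells scored E-selectin positive by PE staining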
# Target sequence (P16581 whole entry, looked up): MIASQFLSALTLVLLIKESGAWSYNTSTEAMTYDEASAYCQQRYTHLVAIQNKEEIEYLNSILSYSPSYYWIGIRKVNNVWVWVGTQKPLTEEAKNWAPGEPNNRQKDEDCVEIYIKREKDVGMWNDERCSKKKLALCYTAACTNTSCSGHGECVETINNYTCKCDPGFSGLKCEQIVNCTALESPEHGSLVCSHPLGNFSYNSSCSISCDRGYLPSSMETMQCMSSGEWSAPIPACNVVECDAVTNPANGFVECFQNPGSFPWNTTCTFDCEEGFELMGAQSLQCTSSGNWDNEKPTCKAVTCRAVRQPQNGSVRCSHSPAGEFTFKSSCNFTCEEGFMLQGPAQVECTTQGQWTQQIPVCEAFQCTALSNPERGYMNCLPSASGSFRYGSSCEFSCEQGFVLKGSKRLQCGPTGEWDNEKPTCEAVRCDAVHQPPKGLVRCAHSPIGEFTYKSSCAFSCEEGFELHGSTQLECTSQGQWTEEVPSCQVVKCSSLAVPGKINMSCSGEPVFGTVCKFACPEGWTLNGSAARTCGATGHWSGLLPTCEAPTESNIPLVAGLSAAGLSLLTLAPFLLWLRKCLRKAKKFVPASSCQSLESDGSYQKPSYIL
#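 Material: HUVEC primary endothelial cells; Amount: 3,000 cells per well; Dosing: single concentration; Medium: EGM-2 growth medium on 0.1% gelatin-coated wells; Read-out basis: percent E-selectin-positive cells; Signal: immunofluorescence imaging; Control set: TNF-alpha, DMSO.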
# CASP6 VEID inh – blocks human caspase-6 cleavage activity; P55212; purified caspase-6, Z-VEID-R110 cleavage fluorescence; inhibition, % at 12.5 µM; actives 0.53% (n = 350,000); AID 686996;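 active = mean inhibition across replicates at least about 35%, with every replicate also reaching that limit, limit read from the data; inconclusive = only one of the two criteria met; inactive = neither criterion met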;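 also: 0% = median of neutral control wells and 100% = no fluorescence left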
# INS-1E GSIS act – GLuc luminescence reporter in INS-1E cells, primary screen for activators of glucose-dependent secretion of insulin; INS-1E GLuc reporter insulin secretion, 2-3 h; activation, % at 16.6 µM; actives 0.61% (n = 370,000); AID 743287;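 active = lowest replicate activation of at least 40%, so every replicate reaches that level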;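 also: 0% = median of neutral control wells and 100% = median of IBMX positive control wells; some compounds called inactive have numbers as strong as hits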
# DENV2 CPE – inhibitors of DENV2 cytopathic effect | DENV2-infected cells, cytopathic effect rescue, plate reader | CPE inhibition, % at 9.99 µM | actives 1.7% (n = 350,000); in the data active = CPE inhibition above about 20%, passing the limit was not always enough; inconclusive = no clear call, values can overlap the other calls; tested in BHK-21 cells;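 also: 0% = median of neutral control wells and 100% = median of positive control wells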
# CFTR F508del cor – correctors of CFTR F508del function in bronchial epithelial cells; CFBE cells, YFP halide quenching; stimulated with forskolin plus potentiator P3; % fluorescence drop versus neutral controls; activity (quench increase), % at 7.58 µM; actives 0.36% (n = 350,000); AID 720511;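 active = mean added fluorescence quench of at least 8% versus neutral control, with both replicates also reaching 8%; inconclusive = only one of the mean or replicate conditions met; inactive = mean below 8% and not both replicates reaching 8%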;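 also: cells transiently co-express mutant CFTR-F508del with the halide-sensitive YFP; corrector assay measuring rescue of mutant channel to the surface after 24 h compound exposure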
# RAD54 branch – inhibitors of human RAD54 branch migration. inhibition, % at 10.4 µM. RAD54 Holliday junction branch migration, FAM/BHQ fluorescence. actives 0.14% (n = 360,000). Q92698;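 active = mean normalized replicate activity at least 40 and at least half of replicates scoring 40 or more; inconclusive = only one of the two criteria met; inactive = mean below 40 and under half of replicates reaching 40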;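 also: 0% = median of neutral control wells and 100% = median of positive control wells; inhibitors cause a drop in the FAM fluorescence signal; in these data hits start at about 50%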
# RAD52 anneal inh – blocks human RAD52 DNA annealing; P43351; recombinant RAD52 DNA annealing, FRET fluorescence; inhibition, % at 18.7 µM; actives 0.46% (n = 360,000); AID 651710;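 active = every replicate showing at least 50% inhibition; inconclusive = mean inhibition at least 50% but not in every replicate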
# Target sequence (P43351 whole entry, looked up): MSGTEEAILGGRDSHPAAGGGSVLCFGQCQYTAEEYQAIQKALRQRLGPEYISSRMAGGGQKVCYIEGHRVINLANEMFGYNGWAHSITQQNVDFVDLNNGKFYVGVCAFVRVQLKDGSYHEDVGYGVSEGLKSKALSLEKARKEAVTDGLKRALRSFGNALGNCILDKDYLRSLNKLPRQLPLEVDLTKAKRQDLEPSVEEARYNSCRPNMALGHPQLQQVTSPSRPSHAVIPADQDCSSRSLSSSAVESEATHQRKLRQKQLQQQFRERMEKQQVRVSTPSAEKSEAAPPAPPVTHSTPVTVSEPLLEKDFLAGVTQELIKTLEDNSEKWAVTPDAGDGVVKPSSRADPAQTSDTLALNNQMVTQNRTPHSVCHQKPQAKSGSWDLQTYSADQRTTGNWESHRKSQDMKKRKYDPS
# Starred values were filed as active, the others as inactive; ? = inconclusive; . = no result given; & = joins results of further samples; ! = not active in a repeat.
SMILES,Xi reactivation,E-selectin induc,CASP6 VEID inh,INS-1E GSIS act,DENV2 CPE,CFTR F508del cor,RAD54 branch,RAD52 anneal inh
C[C@H]1CN([C@@H](C)CO)C(=O)c2cc(C#CC3CCCC3)cnc2O[C@@H]1CN(C)C(=O)Cc1ccccn1,0.5,-0.1,-2,-13,3,-2.6,3,-1
Cc1nonc1C1CCCN1Cc1cn[nH]c1-c1ccc(-c2ccccc2)cc1 (stereo not drawn),1.1,1.1,-2,-12,-2,-1.8,.,3
O=C([C@H]1[C@H](CO)[C@H]2Cn3c(ccc(/C=C/c4ccccc4)c3=O)[C@H]2N1CC1CC1)N1CCCCC1,0.0,0.1,-1,-36,-5,1.5,2,-13
COc1ccc(NC(=S)N2CCN(C(=O)c3ccco3)CC2)cc1OC,0.1,-3.9,-2,-10,?,2.0,-7,-1
O=C(Cn1nc(-c2ccc3c(c2)OCCO3)ccc1=O)Nc1ccc(-n2cnnn2)cc1,-0.2,.,-1,4,1,-0.9,.,-20
CCOC(=O)C(=O)Nc1cc(C)nn1-c1nc2ccccc2[nH]1,-0.1,0.7,-1,27,.,0.3,6,-16
CC1(c2ccc3ccccc3c2)NC(=O)NC1=O (stereo not drawn),0.0,0.1,0,-3,5,-1.0,-7,0
CCN(CC)C(=O)C1=C(C)N(Cc2ccc(F)cc2)C(=O)C(CC(=O)NCc2cccs2)C1 (stereo not drawn),0.1,12,-2,-7,5,0.5,3,-20
C[C@@H]1CN([C@@H](C)CO)C(=O)Cc2cc(NC(=O)C3CCCCC3)ccc2O[C@H]1CN(C)C,0.0,0.0,2,7,-3,-0.9,2,3
Cc1nc2ccccc2c(C(=O)O)c1-c1ccccn1,0.0,0.1,0,32,2,0.4,-7,-13
Cc1ccc(S(=O)(=O)N(C)C[C@H]2Oc3ccc(N(C)C)cc3C(=O)N([C@@H](C)CO)C[C@H]2C)cc1,-0.2,-14,0,-17,-5,-0.2,-7,4
C#Cc1ccc([C@@H]2C=C(C(=O)NC3CC3)O[C@H](OCCCCO)C2)cc1,-0.2,0.1,0,-23,10,3.1,1,-25
NCC[C@@H]1CC[C@@H](NC(=O)Nc2ccc(F)cc2)[C@H](CO)O1,0.6,0.5,0,15,-12,-0.8,-1,11
CCN(CCCNC(=O)CNC(=O)c1nn(-c2ccc(OC)cc2OC)c(=O)c2ccccc12)c1cccc(C)c1,0.6,.,-2,-12,2,1.3,6,-5
O=C(C[C@@H]1C=C[C@H](NC(=O)c2cccnc2)[C@@H](CO)O1)NCc1ccncn1,0.5,-0.8,0,-2,-2,-1.4,.,-10
C#CCNC(=O)c1cc2c(Br)ccc(Br)c2nc1N,-0.1,1.3,8,-25,-14,2.3,.,-11
CCC(=O)Nc1ccc2c(c1)C(=O)N(C)[C@H]1CC[C@H](CC(=O)O)O[C@@H]1CO2,0.5,0.0,-5,6,-1,-0.1,3,-1
CCCC(=O)Nc1ccc2c(c1)C(=O)N(C)C[C@H](OC)[C@@H](C)CN(Cc1ccccc1F)[C@H](C)CO2,0.0,-0.1,2,-31,2,0.3,-3,10
COCCN1C(=O)N[C@@H](c2cccs2)C(C(=O)OC)=C1C,0.0,-0.2,-3,7,14,-2.6,-3,5
Cc1cccc(NCc2cc(Cl)ccc2O)n1,.,.,2,-11,0,-2.0,-4,-9
Cc1cccc(/C=N/NC(=O)c2ccc(NC(=O)c3cccc(Cl)c3)cc2)n1,0.4,.,-4,2,10,-1.8,-8,-14
COc1cc2c(cc1OC)C(C)N(C(=O)[C@@H](NC(=O)c1ccccc1)C(C)C)CC2 (stereo partly drawn),0.3,-0.2,-2,23,-3,-1.7,-1,-8
Cc1ccccc1NC(=O)c1nn(C)c(C(=O)Nc2ccccc2C)c1[N+](=O)[O-],-0.2,.,20,.,-1,.,-1,-11
N#C/C(=C\c1cccc([N+](=O)[O-])c1)C(=O)NCC1CCCO1 (stereo not drawn),0.0,.,2,3,.,0.8,.,-8
OCCC1CN(CCCn2cccn2)CCN1C1CCCCC1 (stereo not drawn),0.0,-0.1,-1,3,-3,0.7,.,-8
CCc1ccccc1NC(=O)COC(=O)c1cccs1,0.1,.,-3,2,2,0.9,4,-5
O=C(CC(Cc1ccccc1)C(=O)O)Nc1ccc(Cl)c(Cl)c1 (stereo not drawn),0.1,0.1,1,-13,3,1.8,-7,-9
O=C(C1CCCCC1)N1C[C@@H]2N[C@H](C1)C2c1ccc(-c2cccc(F)c2)cc1 (stereo partly drawn),0.0&0.0,0.0&0.1,-1&-1,-5&22,6&-3,0.1&-2.2,.,61*!
COCCNC(=O)/C(C#N)=C/c1cc(Br)c(O)c(OC)c1,0.5,-2.0,0,-16,2,0.3,.,-16
Nc1nonc1-n1nnc(C(=O)N/N=C/c2ccco2)c1CSc1ccc(Cl)cc1,0.6,-0.3,2,0,-11,0.2,10,1
O=C1CC(N2CCN(c3ccccc3)CC2)C(=O)N1c1ccc(Cl)cc1 (stereo not drawn),0.0,.,3,.,7,-1.4,0,7
CC12CCC(C(=O)Nc3ccccc3Cl)([C@H](Br)C1=O)C2(C)C (stereo partly drawn),0.5,2.9,3,-7,14,-1.0,.,8
CN1CCN(C(=O)C2CCC(C)(C(=O)O)C2(C)C)CC1 (stereo not drawn),0.1,3.3,3,6,-1,1.5,.,-1
Cc1ccc2nc(C)c(CN3CCN(c4ccc([N+](=O)[O-])cc4Cl)CC3)n2c1,0.0,.,3,-23,1,1.6,5,8
Cc1ccc(N/N=C(/Sc2nnnn2-c2ccccc2)C(=O)c2ccccc2)cc1,0.0,.,1,8,-4,-0.3,1,-25
CN(C)S(=O)(=O)c1cc(NC(=O)Cn2ccsc2=N)ccc1Cl,0.0,0.4,7,11,4,-3.0,.,-5
CCCc1c(C(=O)N/N=C/c2ccc(-c3ccccc3)cc2)nnn1-c1nonc1N,-0.1,0.1,2,-7,0,-2.3,9,-8
O=C(CN1C(=O)NC2(CCOc3ccccc32)C1=O)Nc1ccc(Br)cc1F (stereo not drawn),-0.1,.,4,-31,4,0.8,-6,-11
CC(=O)c1cccc(-c2ccnc3c2CC(C(=O)NCCc2ccccc2)O3)c1 (stereo not drawn),0.8,0.5,2,-6,0,4.7,-4,-3
Cc1cc(OC(=O)c2ccc3ccccc3c2)c([N+](=O)[O-])c(=O)[nH]1,0.3,.,2,1,-7,.,.,-7

# Exported with values under each structure: 12 of the compounds above.
# Second line of a record – Xi reactivation	E-selectin induc	CASP6 VEID inh	INS-1E GSIS act	DENV2 CPE	CFTR F508del cor	RAD54 branch	RAD52 anneal inh
COCCNC(=O)/C(C#N)=C/c1cc(Br)c(O)c(OC)c1
    0.5	-2.0	0	-16	2	0.3	.	-16
Nc1nonc1-n1nnc(C(=O)N/N=C/c2ccco2)c1CSc1ccc(Cl)cc1
    0.6	-0.3	2	0	-11	0.2	10	1
O=C1CC(N2CCN(c3ccccc3)CC2)C(=O)N1c1ccc(Cl)cc1 (stereo not drawn)
    0.0	.	3	.	7	-1.4	0	7
CC12CCC(C(=O)Nc3ccccc3Cl)([C@H](Br)C1=O)C2(C)C (stereo partly drawn)
    0.5	2.9	3	-7	14	-1.0	.	8
CN1CCN(C(=O)C2CCC(C)(C(=O)O)C2(C)C)CC1 (stereo not drawn)
    0.1	3.3	3	6	-1	1.5	.	-1
Cc1ccc2nc(C)c(CN3CCN(c4ccc([N+](=O)[O-])cc4Cl)CC3)n2c1
    0.0	.	3	-23	1	1.6	5	8
Cc1ccc(N/N=C(/Sc2nnnn2-c2ccccc2)C(=O)c2ccccc2)cc1
    0.0	.	1	8	-4	-0.3	1	-25
CN(C)S(=O)(=O)c1cc(NC(=O)Cn2ccsc2=N)ccc1Cl
    0.0	0.4	7	11	4	-3.0	.	-5
CCCc1c(C(=O)N/N=C/c2ccc(-c3ccccc3)cc2)nnn1-c1nonc1N
    -0.1	0.1	2	-7	0	-2.3	9	-8
O=C(CN1C(=O)NC2(CCOc3ccccc32)C1=O)Nc1ccc(Br)cc1F (stereo not drawn)
    -0.1	.	4	-31	4	0.8	-6	-11
CC(=O)c1cccc(-c2ccnc3c2CC(C(=O)NCCc2ccccc2)O3)c1 (stereo not drawn)
    0.8	0.5	2	-6	0	4.7	-4	-3
Cc1cc(OC(=O)c2ccc3ccccc3c2)c([N+](=O)[O-])c(=O)[nH]1
    0.3	.	2	1	-7	.	.	-7

# More results:
SMILES,Xi reactivation,E-selectin induc,CASP6 VEID inh,INS-1E GSIS act,DENV2 CPE,CFTR F508del cor,RAD54 branch,RAD52 anneal inh
O=C(COC(=O)C1=COCCO1)Nc1ccc(Cl)cn1,0.0,8.5,3,-6,-4,2.9,-3,-36
COc1ccc(Cn2cccc(NC(=O)Nc3ccc(F)cc3)c2=O)cc1,0.3,-1.5,3,-20,0,-0.9,.,-7
COc1ccc(CN(C)C[C@@H]2Oc3ccc(NS(=O)(=O)c4c(C)noc4C)cc3CC(=O)N([C@H](C)CO)C[C@H]2C)cc1,0.1,-0.2,1,-4,-4,0.9,.,9
COc1ccc(C(=O)/C=C/c2ccc(O)cc2)c(O)c1C/C=C(\C)CCC=C(C)C,.,.,-1,.,17,0.7,1,-9
C=CCn1c(SCC(=O)Nc2ccc(F)cc2)nnc1-c1cnccn1,0.2,.,-3,1,6,1.3,8,-3
OC[C@H]1[C@H](c2ccc(-c3ccccc3F)cc2)[C@H]2CN(Cc3cncnc3)CCCCN21,0.0,0.0,3,14,46*,2.6,0,16
COc1ccc(/C=N/Nc2ncnc3c2[nH]c2ccc(C)cc23)c(OC)c1OC,0.0,10,5,.,6,6.3,-7,-13
COc1ccccc1N(C)S(=O)(=O)c1ccc(C(=O)Nc2ccc(N3CCOCC3)cc2)cc1,1.0,4.9,-9,-10,-1,-0.8,3,-27
COc1cc2ccc(NC(C)=O)cc2cc1OC,0.0,-0.2,1,26,?,-6.9,-3,2
CCOC(=O)c1ccc(NC(=S)NCCCN2CCOCC2)cc1,0.0,.,-17,.,2,0.8,.,5
Cc1ccc(S(=O)(=O)Nc2cccc3c2O[C@H](CN(C)S(=O)(=O)c2cn(C)cn2)[C@@H](C)CN([C@H](C)CO)C3=O)cc1,0.0,-0.3,-2,19,?,-3.0,13,-3
O=C(COc1ccc(S(=O)(=O)N2CCOCC2)cc1)NCCc1ccccc1,0.6,0.1,-1,2,2,0.2,.,0
